HTR5A inv ag – inverse agonist of human HTR5A in OPRM1-OPRD1 counter-screen | P47898 | HTR5A cell line, luminescence, inverse agonism | inhibition, % at 9.3 µM | 340,000 compounds, 0.083% hits | AID 504634; in the data active means inhibition mostly above about 23%, no sharp cut-off; inactive means mostly below about 18%;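 further: 0% = cells with DMSO and 100% = no-cell wells with DMSO; some compounds called inactive have numbers as strong as hits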
Mot1-301 SUMO – SUMOylation pathway inhibition by Mot1-301 growth rescue; growth rescue, % at 18.8 µM; 320,000 compounds, 1% hits; S. cerevisiae Mot1-301 growth rescue, ATP luminescence, 38.5C; percent above DMSO median, 100 means doubled;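 active means every valid replicate shows activation above 250% relative to neutral control wells; inactive means the rest, any valid replicate at or below 250%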;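 further: OY570 slx delta 5 strain wells were the positive control but not used for scaling; some compounds called inactive have numbers as strong as hits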
E coli growth – reduces bacterial viability in AddAB counter-screen. AID 449728. 330,000 compounds, 0.27% hits. E. coli V3065 growth, OD600 absorbance, 18 h. inhibition, % at 11.9 µM;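 active means inhibition above the campaign's mean inhibition across all tested compounds plus 3 SD, cut at about 9.9% in these data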;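 further: uninfected addAB+ strain grown without phage in ampicillin broth; 0% = DMSO wells and 100% = ciprofloxacin 0.95 µg/ml wells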
PfHsp90 yeast 2 – reduces growth (ATP signal) of yeast expressing P. falciparum Hsp90; S. cerevisiae expressing PfHsp90, BacTiter-Glo ATP, 48 h; yeast lacking PDR1 and PDR3 efflux regulators; inhibition, % at 9.4 µM; 310,000 compounds, 0.32% hits; AID 504621;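 active means every replicate shows inhibition above about 80%, whatever the replicate mean, limit read from the data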;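 further: 0% = DMSO neutral controls and 100% = 20 µM radicicol positive controls; yeast relying on Plasmodium falciparum Hsp90 in place of its own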
MOR-DOR inv ag – inverse agonist of human OPRM1-OPRD1 heterodimerization; P35372+P41143; cell-based MOR-DOR heterodimer luminescence, inverse agonism; inhibition, % at 9.3 µM; 340,000 compounds, 0.21% hits; AID 504357; in the data active means inhibition above about 22%, passing the limit was not always enough;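 further: 0% = cells with DMSO and 100% = wells without cells with DMSO; values of inactives mirror those of a sister screen read the other way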
HTR5A ag – HTR5A agonism, opioid heterodimer counter-screen; activation, % at 9.3 µM; HTR5A agonist assay, luminescence, cell-based; 340,000 compounds, 0.61% hits; in the data active means activation mostly above about 9.5%, no sharp cut-off; inactive means mostly below about 7.6%;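 further: 0% = cells with vehicle only and 100% = reference agonist; strong numbers were not always called active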
OPRM1-OPRD1 ag – agonists of human mu-delta opioid receptor heterodimerization; cells, OPRM1-OPRD1 heterodimerization, luminescence; activation, % at 9.3 µM; 340,000 compounds, 0.3% hits; in the data active means activation above about 18%;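 further: 0% = vehicle-treated cells and 100% = reference agonist; values of inactives mirror those of a sister screen read the other way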
DSG3 Ab inh – inhibitors of pemphigus antibody binding to human desmoglein-3; P32926; DSG3-coupled beads, scFv-anti-DSG3-GFP binding, flow cytometry; stronger effect = lower value; binding (percent of control), % at 10 µM; 310,000 compounds, 0.48% hits; AID 588358;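 active means binding more than 3 SD below its plate's average and above zero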; further: some compounds called inactive have numbers as strong as hits
Target sequence (P32926 whole entry, looked up): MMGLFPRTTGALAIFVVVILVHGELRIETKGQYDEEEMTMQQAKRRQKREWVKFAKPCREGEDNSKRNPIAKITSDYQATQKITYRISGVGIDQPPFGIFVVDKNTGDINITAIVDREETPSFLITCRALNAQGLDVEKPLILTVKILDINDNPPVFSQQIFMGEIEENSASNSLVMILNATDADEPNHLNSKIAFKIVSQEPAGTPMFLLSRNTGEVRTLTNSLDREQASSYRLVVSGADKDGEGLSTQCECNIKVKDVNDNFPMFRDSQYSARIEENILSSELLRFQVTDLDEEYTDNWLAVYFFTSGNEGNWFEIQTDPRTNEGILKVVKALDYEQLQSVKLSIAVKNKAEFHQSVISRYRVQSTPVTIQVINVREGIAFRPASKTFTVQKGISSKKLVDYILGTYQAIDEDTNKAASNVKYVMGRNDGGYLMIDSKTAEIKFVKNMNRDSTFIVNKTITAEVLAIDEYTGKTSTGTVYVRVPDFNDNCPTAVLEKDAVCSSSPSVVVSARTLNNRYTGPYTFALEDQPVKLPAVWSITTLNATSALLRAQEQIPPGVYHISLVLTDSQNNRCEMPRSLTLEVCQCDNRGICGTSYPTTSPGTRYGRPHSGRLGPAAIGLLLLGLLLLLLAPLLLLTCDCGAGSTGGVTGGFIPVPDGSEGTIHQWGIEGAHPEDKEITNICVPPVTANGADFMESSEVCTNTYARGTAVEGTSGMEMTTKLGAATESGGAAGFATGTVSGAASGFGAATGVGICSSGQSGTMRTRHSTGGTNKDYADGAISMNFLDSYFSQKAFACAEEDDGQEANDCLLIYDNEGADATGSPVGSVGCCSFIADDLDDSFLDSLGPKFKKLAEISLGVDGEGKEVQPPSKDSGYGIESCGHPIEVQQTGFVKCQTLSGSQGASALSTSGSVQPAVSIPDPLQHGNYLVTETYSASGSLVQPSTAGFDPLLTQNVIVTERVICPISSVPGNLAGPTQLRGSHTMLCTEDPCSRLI
AddAB inh – less growth of phage-infected E. coli with AddAB; AID 435030; E. coli expressing H. pylori AddAB, absorbance growth; inhibition, % at 11.9 µM; 330,000 compounds, 0.29% hits; in the data active means inhibition above about 12%;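 further: 0% = vehicle wells of infected cells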
PKA-R1A act – PKA-R1A complex activation | P00514+P68181 | PKA-R1A dissociation, Cy5-IP20 fluorescence polarization; scaled: DMSO 0%, 113 µM cGMP 100% | activation, % at 11.4 µM | 340,000 compounds, 0.083% hits;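 active means percent activation above the mean of all tested compounds plus 3 SD, cut at about 19% in these data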;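 further: higher means more PKAc released from R1A so a rise in polarization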
phage Ecoli inh – E. coli growth loss with phage present; growth absorbance; inhibition, % at 11.9 µM; 360,000 compounds, 0.26% hits; in the data active means inhibition above about 11%
Numbers without * were called inactive; . = no result given.

Compound	HTR5A inv ag	Mot1-301 SUMO	E coli growth	PfHsp90 yeast 2	MOR-DOR inv ag	HTR5A ag	OPRM1-OPRD1 ag	DSG3 Ab inh	AddAB inh	PKA-R1A act	phage Ecoli inh
CN1CCN(c2ccc(S(=O)(=O)N3CCCCC3)cc2NC(=O)CSCc2ccccc2)CC1	-1	-12	-0.2	4	19	-2	-3.5	102	-1.6	-1	2.1
CCOC(=O)C1=C(CN2CCc3ccccc32)NC(=O)NC1c1cc(C)ccc1C (stereo unspecified)	27	-1	0.7	1	-30	-4	5.5	98	-0.8	-5	1.1
Cc1ccccc1C(=O)NC(=S)Nc1ccc(S(=O)(=O)N(C)c2ccccc2)cc1	21	1	-3.2	-3	15	6	-3.5	104	1.0	-5	-0.3
COc1cccc(C(=O)C2CCCN(Cc3cccc(-n4cccn4)c3)C2)c1 (stereo unspecified)	2	79	-1.4	-39	-1	-2	0.3	103	4.1	-4	1.1
COc1ccc(/C(N)=N/OC(=O)/C=C/c2ccccc2)cc1	-9	154	-0.3	17	-6	3	1.2	101	1.4	-9	3.4
COC(=O)c1ccc2nc3c(cc2c1)[C@@H]1CCN2C(=O)CCC[C@H](C3)[C@H]12	-15	.	.	21	7	1	-1.3	105	.	-14	1.3
CN1CCN(c2ccc(S(=O)(=O)N3CCOCC3)cc2NC(=O)Cc2ccccc2F)CC1	-11	0	0.9	.	10	1	-2.6	95	-0.1	2	1.0
Nc1nc(-c2ccccn2)nc(N)c1Cc1c(F)cccc1Cl	-22	39	3.2	-23	28	-6	-5.6	98	2.2	-4	4.1
O=C(O)CCN1C(=O)CC(N2C(=O)/C(=C/c3ccc(Cl)cc3)SC2=S)C1=O (stereo unspecified)	5	-4	1.9	25	-2	-3	0.3	96	-0.3	-4	3.8
Cc1ccc2c(CSc3nnc(C4CC4)n3N)cc(=O)oc2c1C	-2	-7	1.3	-15	10	1	-1.6	96	-0.9	5	4.3
Cc1ccc(NC(=S)N2C3CCCC2CC(NC(=O)C2CC2)C3)cc1C (stereo unspecified)	1	35	-2.7	11	18	0	-3.4	108	1.3	-5	0.0
CCC(=O)N1N=C(c2c(-c3ccccc3)c3cc(Cl)ccc3[nH]c2=O)CC1c1ccco1 (stereo unspecified)	6	0	-1.6	-10	5	-2	-0.8	99	-1.4	11	2.3
Cc1cc(C)c(C)c(S(=O)(=O)Nc2ccc3cn[nH]c3c2)c1C	13	-10	0.3	.	-7	1	1.7	98	-0.1	-6	1.4
N#CC(=C1C=CC(=NO)C(Cl)=C1)c1ccc(Cl)cc1	-1	.	.	-37	9	0	-2.0	93	.	-6	2.6
CCN(CC)c1ccc(C(=O)OCC(=O)N(C(C)C)C(C)C)cc1	7	-7	0.3	2	12	-3	-2.1	104	5.8	5	2.6
O=S(=O)(O)c1cc(O)c2cc(Nc3ccccc3)ccc2c1	5	.	.	.	-10	-1	1.8	78	.	-5	4.6
O=C(CN1CCN(c2ccccc2Cl)CC1)NC1CCCc2ccccc21 (stereo unspecified)	-15	-4	0.9	-6	-13	2	2.4	130	1.5	-8	0.2
Cc1ccc(C(=O)Nc2nncs2)cc1S(=O)(=O)N1CCOCC1	17	2	0.0	-36	8	3	-1.4	104	3.4	8	1.9
O=c1oc(CCO)cc2ccc(Br)cc12	-6	4	-1.8	2	12	2	-2.5	101	3.0	6	1.7
COc1ccc(C(=O)CN(Cc2ccccc2)C2=NCCS2)cc1	-21	1	2.8	10	22	0	-4.0	.	2.1	4	2.3
CC(=O)c1cc(C#N)c(SCC(=O)C(C)(C)C)nc1C	2	-11	-1.0	10	9	0	-1.8	103	1.6	3	0.8
CCCCCCOC(=O)c1ccc(OC(=O)c2cccnc2)cc1	-24	10	0.5	6	-1	0	0.2	98	4.5	-11	.
O=C(c1ccc(Br)cc1)C(CN1CCOCC1)c1ccccc1 (stereo unspecified)	-28	460*	-0.6	98*	-20	8	3.9	94	1.5	-22	3.3
CNc1ccccc1C(=O)OCC(=O)c1ccccc1	-5	-8	-2.1	-12	-2	2	0.3	100	4.2	-7	.
Cc1nc2ccc(S(=O)(=O)N(C)CC(=O)N3CCc4ccccc4C3)cc2s1	-1	18	1.9	6	5	0	-0.8	97	3.6	3	3.7
C=C(C)COc1ccc2c(c1)CCC1C2CCC2(C)C(=O)C(=NO)CC12 (stereo unspecified)	-12	.	.	-19	-12	3	2.4	96	.	-2	1.3
O=C(Nc1ccc([N+](=O)[O-])cc1)c1cc2ccccc2nc1Cl	22	-5	-0.3	-1	0	8	0.1	89	1.9	-10	1.8
CCCOc1ccc(-c2c(=O)n(OCC(=O)OCC)c3ccccc3[n+]2[O-])cc1	-19	-2	2.4	5	-15	5	3.1	96	4.0	-4	1.1
CCOC(=O)Cc1csc(NC(=O)c2ccc(S(=O)(=O)N3CCCC3)cc2)n1	7	-2	-3.3	-37	9	-3	-1.6	104	2.9	-7	1.7
O=C(COC(=O)c1cc(=O)[nH]c2ccccc12)NC(=O)NC1CCCCC1	-8	11	-2.2	21	16	-3	-3.1	105	-1.7	12	-0.3
CC(C)C(c1nnnn1Cc1ccc(F)cc1)N1CCN(Cc2ccc3c(c2)OCO3)CC1 (stereo unspecified)	21	-7	-0.1	15	-22	3	5.4	103	-0.2	-2	2.6
O=C(/C=C/c1cccs1)NCc1cccnc1	-2	2	-1.0	-4	13	1	-2.1	99	-1.5	-5	1.7
COc1ccc(CCNC(=O)C2=CC=CN3CCS(=O)(=O)N=C23)cc1	2	19	0.7	5	13	-1	-3.4	104	0.1	-1	1.3
Clc1ccc(-c2nnnn2-c2ccc(Cl)c(Cl)c2)cc1Cl	19	75	2.7	-62	-20	1	3.3	98	2.0	-1	2.5
Cc1ccc(N(CCC#N)C(=O)COC(=O)C2CCN(c3ccc(C(F)(F)F)cn3)CC2)cc1	12	-8	-0.5	.	-5	5	0.8	103	0.2	-1	3.4
O=C(Oc1ccc(Cl)c2cccnc12)N1CCCCC1	2	-7	0.8	-1	11	2	-1.9	103	4.1	-13	3.1
CCC1CCC2(CC1)NC(=O)N(CC(=O)Nc1ccc(OC)cc1)C2=O (stereo unspecified)	-14	.	.	.	-7	-3	1.1	103	.	-3	4.3
CCN(C(=O)CN1CCN(c2ccccc2F)CC1)c1c(N)n(Cc2ccccc2)c(=O)[nH]c1=O	-2	3	1.4	9	9	5	-1.7	101	0.6	-4	2.4
C=CCn1nnc2sc3c(c2c1=O)CCC(C)C3 (stereo unspecified)	-17	6	2.2	4	-14	1	2.4	105	2.9	-3	1.1
CCOc1c(C)cc2[nH]c(CCC(=O)O)nc2c1C	9	-7	1.8	-7	15	0	-3.4	118	1.9	-9	2.1
COc1ccc(C(C(=O)NC2CCCC2)N(C(=O)c2ccco2)c2cc3c(cc2C(C)=O)OCO3)cc1 (stereo unspecified)	-13	9	1.6	-11	6	1	-1.0	100	3.3	-5	0.9
O=C(NCCN1C(=O)C2C3C=CC(C3)C2C1=O)Nc1ccccc1O (stereo unspecified)	13	-6	-0.2	-108	16	-5	-3.1	103	2.9	15	3.2
O=C(COC(=O)c1ccc[nH]c1=O)NC1CCCCC1	4	128	0.2	36	17	-1	-3.4	98	2.8	-8	-2.1
CN(Cc1c(F)cccc1Cl)C(=O)c1ccc(COc2ccccc2)cc1	5	13	0.6	1	-8	1	1.6	112	1.1	-6	-0.6
O=C(COc1ccc(S(=O)(=O)N2CCc3ccccc32)cc1Cl)NCc1ccccn1	20	26	2.7	-10	-11	2	1.9	98	0.9	-11	-0.3
Cc1ccc(S(=O)(=O)N2CCOCC(=O)NCCOCCNC(=O)COCC2)cc1	5	.	.	3	7	-1	-1.3	100	.	-19	2.0
CC(C)(C)NC(=O)c1ccc2c(c1)CCO2	-10	-14	-1.6	-15	-9	4	1.9	.	1.5	-9	-1.0
Cc1ccc(OCCNC(=O)C(=O)NCc2ccco2)cc1	-4	-9	-1.2	-3	1	-3	-0.3	96	2.3	11	4.9
O=C(CCC(=O)N1CCN(S(=O)(=O)c2ccc(Cl)cc2)CC1)NC1CCCc2ccccc21 (stereo unspecified)	-13	-15	-2.8	4	-4	0	0.8	79	0.6	-3	-0.2
COc1cc(-c2noc(CCCC(=O)Nc3ccc(C(N)=O)cc3)n2)cc(OC)c1OC	.	-1	-1.6	.	.	.	.	97	-3.2	.	2.9
Cc1onc(-c2ccccc2)c1C(N)=O	16	45	-0.3	19	5	-5	-0.9	103	1.7	3	-0.8
CCSc1nnc(NC(=O)CCNC(=O)c2ccccc2Cl)s1	8	19	-1.9	.	15	-3	-3.4	105	0.3	0	1.8
CCOC(=O)C1CCN(c2ccc([N+](=O)[O-])c(C(C)=O)c2)CC1	-7	5	0.7	13	3	2	-0.6	.	-0.5	-5	-1.9

Assay outcomes deposited in PubChem by several laboratories.

Hits appear at their usual frequency. About 3.2% of those tested had a hit in this group.
